Bioassay records as filed in PubChem.
PglD inh: inhibitors of Campylobacter jejuni PglD acetyltransferase; 360,000 tested, 0.098% active; AID 602405; purified PglD enzyme, DTNB colorimetric CoA detection; inhibition, % at 12.5 µM; in the data active means inhibition above about 16%, passing the limit was not always enough; inconclusive means no clear call, values can overlap the other calls; further: strong numbers were not always called active
E-selectin induc: E-selectin induction on HUVECs; 260,000 tested, 0.37% active; HUVEC E-selectin immunofluorescence imaging; normalized: neutral wells 0, TNF-alpha wells 100; activation, % at 7.58 µM;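 active means mean E-selectin-positive cell signal at least 10% of the positive control, reached in at least 60% of replicates, without over 20% cell loss; inconclusive means no rule given, readout overlaps actives, possibly toxicity-flagged; inactive means the rest, including those meeting only one limit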;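 further: in these data hits start at about 27%; measured in HUVEC primary endothelial cells; signal is the percent of cells scored E-selectin positive by PE staining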
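Test system: HUVEC; input: 3,000 HUVEC/well; measured by: immunofluorescence imaging; read-out: % PE-positive cells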
S100A4 MyoIIA: inhibitors of human S100A4 binding to myosin IIA peptide; P26447; S100A4/TAMRA-MyoIIA peptide fluorescence polarization; inhibition, % at 10.7 µM; 360,000 tested, 0.14% active; AID 652163;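 active means mean inhibition of at least 70% across replicates, with every replicate also reaching that level; inconclusive means mean inhibition reaches 70% but some replicates fall short; inactive means mean inhibition below 70%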
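incubation = readout 5 min after mixing, signal stable up to 60 min | system = S100A4 monomer protein | buffer or medium = HEPES pH 7.2 with CaCl2, KCl, NaCl, DTT, Triton | benchmarks = neutral control DMSO, positive control TFP | also added = fluorescent myosin IIA peptide, 5 nM | compound dosing = one concentration per compound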
Statin myotox sup: suppressors of simvastatin-induced myotoxicity in C2C12 myotubes; ATP luminescence, 48 h; scaled: DMSO 0, geranylgeraniol control 100; rescue of ATP level, % at 7.49 µM; 330,000 tested, 0.78% active;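 active means mean ATP rescue above about 67%, or every replicate alone reaching that limit, limit read from the data, passing the limit was not always enough; inconclusive means no clear call, values can overlap the other calls; inactive means mean under the limit and some replicate under it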;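 further: myotubes were challenged with 10 µM simvastatin during compound exposure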
ERp5 inh: blocks human ERp5 reductase activity on insulin; Q15084; ERp5 insulin aggregation, absorbance 650 nm, 90 min; inhibition, % at 9.99 µM; 350,000 tested, 0.05% active; AID 651711;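 active means mean replicate inhibition above about 25%, with every replicate also reaching it, limit read from the data, passing the limit was not always enough; inconclusive means only one of those two criteria met; inactive means neither criterion met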
Target sequence (Q15084 whole entry, looked up): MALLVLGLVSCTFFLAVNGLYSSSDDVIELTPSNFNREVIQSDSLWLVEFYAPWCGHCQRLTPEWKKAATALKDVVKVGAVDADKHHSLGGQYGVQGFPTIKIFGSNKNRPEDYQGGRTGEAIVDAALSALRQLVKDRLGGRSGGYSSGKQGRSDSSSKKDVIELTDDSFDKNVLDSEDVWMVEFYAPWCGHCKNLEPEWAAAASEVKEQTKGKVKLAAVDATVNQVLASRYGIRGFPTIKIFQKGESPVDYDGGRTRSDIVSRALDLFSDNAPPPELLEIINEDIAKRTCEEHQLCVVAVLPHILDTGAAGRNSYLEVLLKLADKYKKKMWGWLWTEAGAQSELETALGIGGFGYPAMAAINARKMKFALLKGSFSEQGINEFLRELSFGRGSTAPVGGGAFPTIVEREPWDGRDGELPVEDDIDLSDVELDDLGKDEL
SIRT5 inh: sirtuin-5 (human) deacylase inhibition; 330,000 tested, 1.1% active; Q9NXA8; inhibition, % at 15 µM; Purified SirT5, succinyl-peptide AMC, trypsin-coupled fluorescence; AID 652115; in the data active means inhibition above about 15%; inconclusive means no clear call, values can overlap the other calls
Target sequence (Q9NXA8 whole entry, looked up): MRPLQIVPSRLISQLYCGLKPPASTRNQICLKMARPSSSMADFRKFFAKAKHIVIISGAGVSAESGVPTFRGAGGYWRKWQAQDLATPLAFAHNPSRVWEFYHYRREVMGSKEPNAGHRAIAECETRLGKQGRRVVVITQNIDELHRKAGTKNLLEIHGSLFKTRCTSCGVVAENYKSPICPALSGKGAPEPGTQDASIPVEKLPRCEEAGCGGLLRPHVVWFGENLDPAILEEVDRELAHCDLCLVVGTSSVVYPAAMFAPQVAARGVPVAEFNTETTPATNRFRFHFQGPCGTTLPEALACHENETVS
DENV2 CPE: inhibitors of DENV2 cytopathic effect. DENV2-infected cells, cytopathic effect rescue, plate reader. CPE inhibition, % at 9.99 µM. 350,000 tested, 1.7% active. AID 651640; in the data active means CPE inhibition above about 20%, passing the limit was not always enough; inconclusive means no clear call, values can overlap the other calls; tested in BHK-21 cells;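 further: 0% = median of neutral control wells and 100% = median of positive control wells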
* marks the source's active call; other numbers are inactive results; ? = inconclusive; nt = no result given.

Start of the data: the first 7 compounds as a preview:
SMILES	PglD inh	E-selectin induc	S100A4 MyoIIA	Statin myotox sup	ERp5 inh	SIRT5 inh	DENV2 CPE
O=C(Cc1ccncc1)NCC[C@H]1CC[C@@H](NC(=O)C2CCCC2)[C@@H](CO)O1	3	0.0	-27	10	9	-1	-1
COC(=O)Cc1ccc(OC(=O)C2CCN(S(=O)(=O)c3ccc(OC)c(OC)c3)CC2)cc1	-5	-0.5	1	-4	-3	-3	?
CC(C)(C)NC(=O)COc1ccc(CNCc2ccccn2)cc1	0	nt	11	-6	0	-3	nt
Cc1ccccc1CN1CCc2c(OCC(=O)N3CCCCC3)cccc2C1=O	nt	4.0	-3	nt	2	-2	1
CCOC(=O)CN1CC23C=CC(O2)C(C(=O)NCc2ccc(C)cc2)C3C1=O (configuration not stated)	3	1.3	-2	1	0	-3	-3
CNC[C@@H]1Oc2cc(C#CCN(C)C)ccc2S(=O)(=O)N([C@H](C)CO)C[C@@H]1C	-1	-0.3	-9	9	-5	-3	-8
C[C@@H]1CN([C@H](C)CO)C(=O)c2cc(NC(=O)C3CCCCC3)ccc2O[C@@H]1CN(C)Cc1ccc(Cl)c(Cl)c1	-3	0.4	-3	2	-4	0	-1

The list itself, repeating the preview:
SMILES	PglD inh	E-selectin induc	S100A4 MyoIIA	Statin myotox sup	ERp5 inh	SIRT5 inh	DENV2 CPE
O=C(Cc1ccncc1)NCC[C@H]1CC[C@@H](NC(=O)C2CCCC2)[C@@H](CO)O1	3	0.0	-27	10	9	-1	-1
COC(=O)Cc1ccc(OC(=O)C2CCN(S(=O)(=O)c3ccc(OC)c(OC)c3)CC2)cc1	-5	-0.5	1	-4	-3	-3	?
CC(C)(C)NC(=O)COc1ccc(CNCc2ccccn2)cc1	0	nt	11	-6	0	-3	nt
Cc1ccccc1CN1CCc2c(OCC(=O)N3CCCCC3)cccc2C1=O	nt	4.0	-3	nt	2	-2	1
CCOC(=O)CN1CC23C=CC(O2)C(C(=O)NCc2ccc(C)cc2)C3C1=O (configuration not stated)	3	1.3	-2	1	0	-3	-3
CNC[C@@H]1Oc2cc(C#CCN(C)C)ccc2S(=O)(=O)N([C@H](C)CO)C[C@@H]1C	-1	-0.3	-9	9	-5	-3	-8
C[C@@H]1CN([C@H](C)CO)C(=O)c2cc(NC(=O)C3CCCCC3)ccc2O[C@@H]1CN(C)Cc1ccc(Cl)c(Cl)c1	-3	0.4	-3	2	-4	0	-1
Oc1ccc(/C=N/Nc2ccnc3cc(Cl)ccc23)c(O)c1O	-8	0.0	-8	21	3	-2	-4
C[C@@H]1CN([C@H](C)CO)C(=O)Cc2cc(NC(=O)C3CCCCC3)ccc2O[C@@H]1CN(C)C(=O)Nc1ccc(F)cc1	0	-1.2	-51	-3	-1	-2	-9
COc1ccc(NC(=S)N2CCN(S(C)(=O)=O)CC2)cc1OC	3	2.2	-7	-9	-1	0	-2
C=CCn1c(SCC(=O)NCCc2ccccc2)nnc1C(C)NC(=O)c1cccs1 (configuration not stated)	1	-0.9	nt	-1	nt	nt	nt
Cc1ccc(NC(=O)c2ccc3nc[nH]c3c2)cc1C	0	1.9	-2	3	-4	2	5

Entries of single compounds, quoted from the list. Order of values: PglD inh	E-selectin induc	S100A4 MyoIIA	Statin myotox sup	ERp5 inh	SIRT5 inh	DENV2 CPE
C[C@@H]1CN([C@H](C)CO)C(=O)Cc2cc(NC(=O)C3CCCCC3)ccc2O[C@@H]1CN(C)C(=O)Nc1ccc(F)cc1 is listed as 0	-1.2	-51	-3	-1	-2	-9
O=C(Cc1ccncc1)NCC[C@H]1CC[C@@H](NC(=O)C2CCCC2)[C@@H](CO)O1 is listed as 3	0.0	-27	10	9	-1	-1

Next part.
SMILES	PglD inh	E-selectin induc	S100A4 MyoIIA	Statin myotox sup	ERp5 inh	SIRT5 inh	DENV2 CPE
COc1ccccc1CNc1nc(Nc2cccc(-c3cnco3)c2)c2sccc2n1	2	-0.3	4	-102	-1	-2	2
COc1ccc(NC(=O)N(C)C[C@@H]2Oc3ncc(C#C[C@H](C)O)cc3C(=O)N([C@@H](C)CO)C[C@@H]2C)cc1	-3	-0.2	3	-3	0	-5	-4
CCOC(=O)c1cc2c(=O)n3ccccc3nc2n(Cc2ccc(Cl)cc2)c1=N	nt	1.5	-1	nt	6	3	-3
NC(=O)COc1ccc(NS(=O)(=O)Cc2ccccc2)cc1	-1	1.0	1	1	1	8	1
O=c1ccn([C@@H]2O[C@H](CNCc3ccc(-n4cccn4)cc3)[C@@H](O)[C@H]2O)c(=O)[nH]1	4	1.4	-2	0	-1	-6	?
Cc1cc(C(=O)COC(=O)c2ccc(O)cc2)c(C)n1CC1CCCO1 (configuration not stated)	nt	nt	-12	nt	-1	-1	-1
Cc1noc(C)c1NC(=O)Nc1ccc2c(c1)CC(=O)N([C@@H](C)CO)C[C@H](C)[C@H](CN(C)Cc1ccncc1)O2	-3	nt	-4	-10	-5	-3	5
COc1ccc(N2CCN(C(=O)NC(=O)c3ccccc3)CC2)cc1	3	0.0	0	10	6	3	-10
Brc1cnc2ccccc2c1N1CCCCC1	nt	nt	-7	nt	1	-2	-4
Cc1noc(C)c1S(=O)(=O)Nc1ccc2c(c1)C(=O)N([C@@H](C)CO)C[C@@H](C)[C@@H](CN(C)CC1CC1)OCCCC[C@@H](C)O2	nt	-0.1	6	nt	6	2	0
C=CCn1c(=NC(=O)c2cc(-c3cccs3)nc3ccccc23)sc2cc(S(N)(=O)=O)ccc21	-8	nt	-1	nt	4	-2	-6
O=C(c1cccnc1)N1CC(=O)N2[C@@H](CO)[C@H](c3ccc(/C=C/c4ccccc4)cc3)[C@@H]2C1	nt	-0.2	1	nt	3	4	9
C[C@@H]1CN([C@@H](C)CO)C(=O)c2cc(NC(=O)CCCN(C)C)ccc2O[C@H]1CN(C)Cc1ccc(C(=O)O)cc1	-4	0.1	-9	15	-4	-3	-8
C[C@@H](NC(=O)[C@H]1[C@H](CO)[C@H]2Cn3c(cccc3=O)[C@H]2N1CCC(F)(F)F)c1ccccc1	-4	-0.1	1	4	2	0	-8
O=S(=O)(NC1=NCCCCC1)c1ccc(F)cc1F	1	nt	-1	4	-8	-2	4
CN1C(=O)C(C)(C)c2cc(S(=O)(=O)N3CCN(c4ccccc4F)CC3)ccc21	-2	-0.1	-23	8	2	-1	7
Cc1ccc2c(C)c(C(=O)NCC3CCOCC3)oc2c1C	-1	0.2	-2	-5	7	nt	-12
CCCCCn1c(CN2CCN(C(=O)c3ccco3)CC2)nc2c1c(=O)n(C)c(=O)n2C	-4	0.2	-4	-4	11	10	-3
C[C@@H]1CN([C@@H](C)CO)S(=O)(=O)c2ccc(C#CC3CC3)cc2O[C@@H]1CN(C)C(=O)CC1CC1	5	0.1	-2	-3	3	-2	1
NC(=O)c1ccccc1NC(=O)COC(=O)CSCc1cccc(Cl)c1	1	0.0	-1	-3	-4	-1	-4
CCOC1=C2CN(S(=O)(=O)c3ccc(C)cc3)[C@H](c3ccccc3)C[C@@H]2N(S(=O)(=O)c2ccc(C)cc2)[C@H](c2cccs2)C1	4	0.0	2	-21	-2	-1	-11
CCOC(=O)c1c(NC(=O)CSC2=NN3CCCC(=O)N=C3S2)sc2c1CCCCC2	2	-0.5	1	1	1	-1	14

This is a subset. The share of hits here may be higher or lower than overall.
